Compound activity (PubChem)
FLuc inh counter: inhibits firefly luciferase, flagging false hits in luciferase inhibition screens; P08659; ATPLite firefly luciferase biochemical luminescence, 10 min; inhibition, % at 10 µM; 200,000 compounds, 1.5% hits;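 active = inhibition above about 50% when tested at 10 µM, limit read from the data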
bIAP activator: increases bovine intestinal alkaline phosphatase activity; purified bovine IAP, CDP-star luminescence, 30 min; hits give high values; fold of DMSO-control signal, blank-subtracted; activation factor at 20 µM; 200,000 compounds, 0.17% hits; AID 1016;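 active = activation factor of 2 or more at 20 µM, a signal rise over negative controls twice the positive control's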
TNAP act hiacc: activators of human TNAP at high phosphate acceptor concentration. purified TNAP, CDP-star luminescence, 1 M DEA, 30 min; hits give high values; 0 = EDTA background, 1 = DMSO-only activity. 200,000 tested, under 10 active. activation factor at 20 µM;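 active = activation factor at least 2 at 20 µM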
Target sequence (P05186 whole entry, looked up): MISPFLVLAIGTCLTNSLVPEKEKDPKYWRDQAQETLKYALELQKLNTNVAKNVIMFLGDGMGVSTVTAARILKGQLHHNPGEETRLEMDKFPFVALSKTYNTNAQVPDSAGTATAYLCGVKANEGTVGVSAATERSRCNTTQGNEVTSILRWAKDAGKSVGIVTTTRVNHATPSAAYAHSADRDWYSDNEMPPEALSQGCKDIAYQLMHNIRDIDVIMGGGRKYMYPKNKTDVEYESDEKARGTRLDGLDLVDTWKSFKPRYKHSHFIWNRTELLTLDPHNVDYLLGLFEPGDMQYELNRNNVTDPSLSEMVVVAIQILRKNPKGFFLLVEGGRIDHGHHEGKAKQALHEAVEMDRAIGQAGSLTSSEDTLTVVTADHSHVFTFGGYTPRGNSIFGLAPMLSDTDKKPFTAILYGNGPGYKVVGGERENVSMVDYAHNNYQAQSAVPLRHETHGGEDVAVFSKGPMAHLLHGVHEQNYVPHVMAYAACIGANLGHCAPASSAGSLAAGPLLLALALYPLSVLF
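Dosing: 20 µM single point. System: human TNAP. Amount: TNAP 1/800 final. Incubation: 30 min, room temperature. Read-out: TNAP activation factor scaled between EDTA and DMSO control wells. Signal: luminescence from CDP-star hydrolysis. Medium: 1 M DEA, pH 9.8, Mg2+, Zn2+. Control set: EDTA negative control, DMSO positive control.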
FLuc stim CS: affects firefly luciferase, flagging false hits in luciferase stimulation screens | P08659 | ATPlite luciferase biochemical, luminescence, 10 min; 0 = ATP-free wells, 1 = DMSO control | activation factor at 10 µM | 200,000 tested, under 10 active | AID 1027;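 active = luciferase activation factor, scaled between plate controls, of at least 2 with compound at 10 µM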
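System: luciferase plus luciferin reagent, cell-free; medium: PBS as buffer for the ATP substrate; dosing: test compounds dosed from 2 mM stocks in 100% DMSO; timing: 10 min post-reagent at room temperature; measured by: luminescence measurement of luciferase light output; evaluation: luciferase activation, seen as luminescence increase over controls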
L major viab: inhibitors of Leishmania major promastigote growth | 200,000 compounds, 9% hits | inhibition, % at 10 µM | Leishmania major promastigotes, resazurin fluorescence viability; in the data active = inhibition above about 50%;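 note: promastigotes grown with compound for 44 hours at 28 °C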
APP 5UTR inh: APP translation inhibition. SH-SY5Y APP 5'UTR-luciferase reporter, luminescence. 190,000 compounds, 0.82% hits. inhibition, % at 2 µM;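 active = inhibition above a set limit, derived from the sample mean plus 3 SD, cut at about 45% in these data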; note: values of inactives mirror those of a sister screen read the other way
bIAP inh: intestinal alkaline phosphatase (bovine) inhibition. 190,000 tested, under 10 active. inhibition, % at 20 µM. purified bovine IAP, CDP-star luminescence, 30 min;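 active = over 50% inhibition of intestinal alkaline phosphatase at 20 µM in the single-dose screen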
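Incubation: 30 min reaction at room temperature / Material: purified bovine intestinal alkaline phosphatase (IAP) enzyme / Input: enzyme at 1/65,000,000 dilution / Dosing: 20 µM single dose / Signal: CDP-star luminescence signal / Reagent: CDP-star chemiluminescent phosphatase substrate, 30 µM final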
TNAP inh noacc: blocks human TNAP activity with no phosphate acceptor present | purified TNAP, CDP-star luminescence, 30 min | inhibition, % at 20 µM | AID 1012 | P05186 | 200,000 compounds, 0.26% hits;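 active = tissue-nonspecific alkaline phosphatase inhibition above about 50% at 20 µM in the single-dose screen, limit read from the data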;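 note: 0% = DMSO negative control and 100% = EDTA positive control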
RAM inhibit: yeast RAM network inhibition; S. cerevisiae dse1pr::URA3 reporter, 5-FOA growth OD615, 2 d; analog-sensitive cbk1-as2 kinase mutant strain; inhibition, % at 50 µM; 190,000 compounds, 1.8% hits; AID 868;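 active = inhibition above a set limit, 3 SD over mean compound inhibition, cut at about 8.4% in these data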;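 note: 0% = DMSO-only wells with no growth and 100% = 10 µM 1-NA-PP1 full growth; inhibition rescues growth on 5-FOA so higher OD means more RAM inhibition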
TNAP inh hi DEA: TNAP (human) inhibition, high acceptor; P05186; purified TNAP, CDP-star luminescence, 1 M DEA; inhibition, % at 20 µM; 200,000 compounds, 0.03% hits;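 active = over 50% inhibition of tissue-nonspecific alkaline phosphatase at 20 µM in the single-dose screen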;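 note: plate controls were DMSO wells for no effect and EDTA-quenched wells as full inhibition for full effect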
Numbers without * were called inactive; . = no result given.

SMILES	FLuc inh counter	bIAP activator	TNAP act hiacc	FLuc stim CS	L major viab	APP 5UTR inh	bIAP inh	TNAP inh noacc	RAM inhibit	TNAP inh hi DEA
COc1ccc2c(c1OC)C(=O)N1N=C(c3ccc(Cl)cc3)CC21 (stereo not given)	10.2	1	1	0.9	17.9	-11.6	2.0	-17.8	0.5	-4.1
COC(=O)C1=C(C)NC(=O)C1(NC(=O)c1ccncc1)C(F)(F)F (stereo not given)	36.8	1	1	0.6	-9.3	-7.3	3.2	-18.2	0.8	-1.3
C=CCNC(=S)NCc1cccnc1	5.0	0.9	1	0.9	80.0*	12.1	13.9	-2.1	0.5	2.4
c1cncc(-c2ccnc3ncnn23)c1	-5.4	1	1	1.1	-4.2	-9.8	4.4	-7.0	0.9	-1.0
CCn1c(=N)c(C(=O)NCc2cccnc2)cc2c(=O)n3cccc(C)c3nc21	-7.3	1.1	1	1.1	.	.	-8.6	-6.3	.	-1.8
O=S(=O)(NN1CCOCC1)c1ccc(Cl)s1	-10.1	1	1	1.1	-9.3	-15.6	-1.7	-3.7	1.1	-4.8
Cc1ccc(C(=O)Nc2ncc(Cc3ccccc3)s2)o1	79.6*	1	1	0.2	-9.7	-205.3	4.7	-7.7	0.9	0.6
CN(NC(N)=O)c1ncc(C(F)(F)F)cc1Cl	-4.4	1	1	1	-4.4	15.9	2.2	-12.2	0.3	4.3
CC(C)(C)C(=O)C(Cc1ccccc1)n1cncn1 (stereo not given)	-0.4	0.9	1	1	-0.3	-9.6	7.1	-7.0	0.8	2.4
COc1cc(NS(=O)(=O)c2cc(C(=O)N3CCN(C(C)=O)CC3)ccc2OC)cc(OC)c1	-3.3	0.9	1	1	-1.5	-0.5	12.0	-4.9	0.3	-2.1
COc1ccc(NC(=O)c2ccccn2)cc1	90.1*	0.9	1	0.1	-9.7	-79.8	9.3	-8.3	0.8	-4.4
COC(=O)c1cccc(NC(=O)Cc2nc(-c3ccccc3)sc2-c2ccc(C)cc2)c1	-5.8	0.9	1	1.1	7.1	-3.3	9.4	-20.6	0.5	-4.4
O=C(Cc1ccccc1[N+](=O)[O-])N1CCN(c2ccccc2F)CC1	-3.2	1.1	1	1	-3.2	-12.6	-11.7	-12.8	0.0	-0.2
Cc1nn(CCC#N)c2nc(C(F)(F)F)[nH]c(=O)c12	-6.6	0.9	1.1	1.1	-3.5	7.4	9.6	-18.0	2.7	-8.8
COc1ccc(S(=O)(=O)Nc2nccs2)cc1OC	-2.6	0.9	1.1	1	-2.2	5.3	5.2	-8.3	1.0	-6.5
Cc1ccc(C)c(SCC(=O)Nc2cccnc2Cl)c1	-1.3	1	1	1	-6.7	-9.8	0.6	-7.6	3.3	1.2
COc1cc(C(=O)N/N=C(\C)Cc2ccccc2)cc(OC)c1OC	-3.2	1	1	1	38.4	94.3*	3.6	0.9	1.2	0.8
O=C(CSc1n[nH]c(-c2ccncc2)n1)c1ccccc1	-2.0	0.9	1	1	-8.6	-5.3	5.8	7.9	1.6	3.1
COc1ccc(Cc2nnc(NC(=O)C3CCCO3)s2)cc1 (stereo not given)	-4.5	1.1	1	1	-3.1	-9.7	-13.7	-11.3	0.7	-3.1
N/C(Cc1ccc([N+](=O)[O-])cc1)=N\OC(=O)COc1cccc2ccccc12	-6.2	0.8	1	1.1	-4.0	-9.4	16.8	-15.0	10.4*	-4.0
O=C(CCN1CCOCC1)Nc1ccccc1	-4.0	1	1	1	-2.6	0.1	0.3	0.9	0.9	-3.8
CCOC(=O)CC(NS(=O)(=O)c1ccc(NC(C)=O)cc1)c1ccc(OCC)cc1 (stereo not given)	-2.7	1	1	1	5.1	10.1	4.2	-10.0	-0.3	-2.8
O=C(CN1CCCCC1)Nc1ccc(N2CCCCCC2)cc1	-2.6	1	1	1	18.2	-10.9	-1.2	-0.9	1.1	-0.1
CCOC(=O)Cc1csc(NC(=O)CSc2nnc(-c3ccc(F)cc3)o2)n1	-0.9	0.9	1.1	1	14.8	-10.6	8.2	-19.8	4.3	-6.7
O=C(Nc1ccc(NC(=O)C2CC2)nc1)c1ccccn1	62.1*	0.9	1	0.4	-0.7	-110.4	6.3	-11.5	1.7	-2.7
SMILES	FLuc inh counter	bIAP activator	TNAP act hiacc	FLuc stim CS	L major viab	APP 5UTR inh	bIAP inh	TNAP inh noacc	RAM inhibit	TNAP inh hi DEA
COCCCNC(=O)c1c(N)n(/N=C/c2cccnc2)c2nc3ccccc3nc12	-8.1	0.8	1.1	1.1	13.9	20.7	18.8	-12.1	10.8*	-5.5
COC(=O)c1ccc2c(=O)n(NC(=O)C(c3ccccc3)c3ccccc3)c(=S)[nH]c2c1	-4.2	1	1.1	1	-5.0	-9.3	-1.8	-13.6	7.9	-13.9
CCOC(=O)N1CCN(C(=O)Nc2ccc(Cl)cc2)CC1	-8.8	0.9	1	1.1	-6.8	-5.6	10.9	-10.3	0.2	-2.3
O=C(/C=C/c1ccccc1)NCCN1CCOCC1	8.8	1	1	0.9	63.2*	6.9	-3.1	-7.5	0.0	-2.4
Cc1nnc(SCC(=O)N2CC(=O)Nc3ccccc32)s1	-4.6	1.3	1	1	-0.1	0.3	-29.5	-6.6	-0.6	-0.4
O=C(/C=C/c1cccc([N+](=O)[O-])c1)N1CCN(c2ccccc2F)CC1	-3.4	1	1	1	-4.2	9.1	2.3	-13.2	3.3	3.0
COc1cc(C(=O)NCC(c2ccco2)N2CCCC2)ccc1OCc1c(C)noc1C (stereo not given)	-8.6	1	1.1	1.1	-3.1	-2.4	1.0	-11.2	5.6	-5.3
COc1ccc(/C=N/NC(=O)c2ccccc2Cl)cc1CSc1nc2ccccc2s1	-5.1	0.9	1	1.1	12.7	6.3	10.6	-6.6	3.7	-0.5
CCCNC(=O)C12CCC(C)(c3nc4cc(C)c(C)cc4nc31)C2(C)C (stereo not given)	-3.3	1.2	1	1	0.7	14.1	-16.7	-2.1	0.8	0.2
Cc1nn(CC(=O)NCCN2CCOCC2)c(C)c1[N+](=O)[O-]	-8.4	0.9	1.1	1.1	-0.5	5.9	5.5	-0.5	-0.1	-10.3
CC(=O)c1ccc(Nc2nc(NCCO)nc(OC(C(F)(F)F)C(F)(F)F)n2)cc1	-8.6	0.9	1	1.1	28.5	14.4	10.7	-2.1	1.9	-1.1
Cn1c(=O)n(C)c2cc(NS(=O)(=O)c3ccc4c(c3)CCCC4)ccc21	-2.4	1	1.1	1	33.1	1.5	0.5	-11.5	0.3	-7.1
CCC(C)(NC(=O)Cc1c[nH]c2ccccc12)C(=O)NC1CCCCC1 (stereo not given)	-4.7	0.7	1	1	-4.0	-11.8	31.4	-19.8	-0.5	-3.2
Cc1cccc2nc(-c3ccco3)c(Nc3ccccc3)n12	-0.9	0.8	1	1	21.5	-5.0	20.7	-7.4	1.4	0.3
COC(=O)CCCCC(=O)C1C(=O)CC(C)(C)C(C(=O)OC)C1=O (stereo not given)	-9.4	0.9	1	1.1	-9.0	4.0	6.3	-14.0	-0.4	-2.8
Cc1ccc(NC(=O)CCC2CC(C)(C)OC2=O)cc1 (stereo not given)	-2.1	0.9	1	1	3.2	-12.1	5.5	-11.3	1.2	-2.1
Cc1nc(SCC(=O)NCc2ccco2)c2c(=O)n(C)c(=O)n(CC(C)C)c2n1	-5.2	0.9	1.1	1.1	-8.2	-6.4	5.3	-15.4	3.3	-6.0
CC(=O)OCC(=O)Nc1ccccc1OC(F)F	-4.2	1	1	1	-4.0	-2.9	-0.3	-8.7	0.0	1.2
CN=C1CC(C)(C)CC(=O)/C1=C(/O)CCC(=O)NC	-8.3	1	1	1.1	-7.3	-16.0	-3.1	-9.5	1.8	-3.7
COc1ccc(-c2nnc(SCC(=O)Nc3ncc(C(F)(F)F)cc3Cl)n2CC(C)C)cc1	-9.4	0.4	1.1	1.1	-1.9	-5.3	.	-8.6	0.0	-5.8
CC12C(=O)N(c3cccc(OC(=O)c4ccco4)c3)C(=O)C1C1c3ccccc3C2c2ccccc21 (stereo not given)	-8.9	0.9	1	1.1	19.8	51.6*	8.1	-5.9	6.3	-3.9
COc1ccc(C(=O)Nc2c(C)csc2C(=O)O)cc1	2.0	1	1	1	-9.6	-5.5	-3.4	-5.8	1.4	-3.6
O=[N+]([O-])c1cc(S(=O)(=O)N2CCCC2)ccc1NN=C1CCCCC1	-3.8	1	1	1	24.3	21.9	3.0	2.6	5.8	3.3
COc1ccc(N2CCN(c3nc(-c4cccs4)nc4ccccc34)CC2)cc1	-2.9	1.1	1	1	36.4	-15.1	-9.3	0.1	1.1	1.5

Gathered by group: those above containing a Cl atom.
SMILES	FLuc inh counter	bIAP activator	TNAP act hiacc	FLuc stim CS	L major viab	APP 5UTR inh	bIAP inh	TNAP inh noacc	RAM inhibit	TNAP inh hi DEA
COc1ccc2c(c1OC)C(=O)N1N=C(c3ccc(Cl)cc3)CC21 (stereo not given)	10.2	1	1	0.9	17.9	-11.6	2.0	-17.8	0.5	-4.1
O=S(=O)(NN1CCOCC1)c1ccc(Cl)s1	-10.1	1	1	1.1	-9.3	-15.6	-1.7	-3.7	1.1	-4.8
CN(NC(N)=O)c1ncc(C(F)(F)F)cc1Cl	-4.4	1	1	1	-4.4	15.9	2.2	-12.2	0.3	4.3
Cc1ccc(C)c(SCC(=O)Nc2cccnc2Cl)c1	-1.3	1	1	1	-6.7	-9.8	0.6	-7.6	3.3	1.2
CCOC(=O)N1CCN(C(=O)Nc2ccc(Cl)cc2)CC1	-8.8	0.9	1	1.1	-6.8	-5.6	10.9	-10.3	0.2	-2.3
COc1ccc(/C=N/NC(=O)c2ccccc2Cl)cc1CSc1nc2ccccc2s1	-5.1	0.9	1	1.1	12.7	6.3	10.6	-6.6	3.7	-0.5
COc1ccc(-c2nnc(SCC(=O)Nc3ncc(C(F)(F)F)cc3Cl)n2CC(C)C)cc1	-9.4	0.4	1.1	1.1	-1.9	-5.3	.	-8.6	0.0	-5.8
